Screens (PubChem BioAssay)
Rv3671c protease: Rv3671c (M. tuberculosis) protease inhibition. inhibition, % at 5.96 µM. AID 2606. actives 0.048% (n = 320,000); in the data active = inhibition above about 38%;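 note: extracellular domain of Rv3671c used as enzyme; 0% = enzyme with DMSO and 100% = no enzyme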
Target sequence (P9WHR9 whole entry, looked up, the tested form may be a part): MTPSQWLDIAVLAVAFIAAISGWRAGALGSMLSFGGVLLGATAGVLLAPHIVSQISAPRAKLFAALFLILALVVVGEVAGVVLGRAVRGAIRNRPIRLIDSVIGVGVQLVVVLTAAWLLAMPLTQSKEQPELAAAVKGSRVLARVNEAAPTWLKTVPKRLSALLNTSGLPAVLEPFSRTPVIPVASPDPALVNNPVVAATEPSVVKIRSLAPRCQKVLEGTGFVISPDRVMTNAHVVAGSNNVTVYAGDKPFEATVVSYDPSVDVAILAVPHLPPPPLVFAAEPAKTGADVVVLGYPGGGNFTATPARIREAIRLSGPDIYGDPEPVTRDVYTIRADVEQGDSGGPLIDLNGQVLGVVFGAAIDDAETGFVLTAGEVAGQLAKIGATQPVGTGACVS
MazF activator: MazEF (E. coli) toxin RNase activation; P0AE70; FAM/BHQ RNA-DNA oligo cleavage fluorescence, 5 h; activation, % at 20 µM; actives 0.32% (n = 350,000); in the data active = activation above about 50%
Target sequence (P0AE70 whole entry, looked up): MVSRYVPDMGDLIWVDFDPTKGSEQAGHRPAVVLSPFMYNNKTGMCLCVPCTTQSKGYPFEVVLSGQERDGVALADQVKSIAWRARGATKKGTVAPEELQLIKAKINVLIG
BH1578 lux ind: induces V. cholerae light production without autoinducers; V. cholerae BH1578 lux reporter, luminescence, 6 h; activation, % at 18.7 µM; actives 0.16% (n = 350,000); in the data active = activation mostly above about 9.7%, no sharp cut-off; note: not every result past the cut was called active; inactives centre near 0; reference of the scale not given here
Y pestis TopoI: inhibitors of Yersinia pestis topoisomerase I; actives 0.064% (n = 360,000); Y. pestis Topo-I cleavage product accumulation, plate reader; activity, % at 10 µM; in the data active = activity above about 50%, passing the limit was not always enough; note: inactives centre near 2
Anthrax LF prot: blocks Bacillus anthracis lethal factor protease; P15917; multiplex microsphere protease cleavage assay, LF; inhibition, % at 10 µM; actives 0.12% (n = 360,000); AID 588501; in the data active = inhibition above about 30%; note: plate controls were buffer without enzyme for full effect and enzyme alone for no effect
PfHsp40 rescue: compounds rescuing yeast from Plasmodium falciparum HSP40 toxicity; S. cerevisiae expressing PfHsp40, growth rescue, ATP luminescence; growth rescue, % at 12.5 µM; actives 0.68% (n = 340,000); in the data active = growth rescue above about 28%, passing the limit was not always enough;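 note: yeast W303a lacking pdr1 and pdr3 grown in galactose medium; growth measured after three days at 30 °C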
VHR inh abs: inhibitors of human VHR1 phosphatase (DUSP3); recombinant VHR phosphatase, pNPP absorbance; inhibition, % at 13.3 µM; P51452; actives 0.52% (n = 290,000); in the data active = inhibition above about 50%; note: some compounds called inactive have numbers as strong as hits
Target sequence (P51452 whole entry, looked up): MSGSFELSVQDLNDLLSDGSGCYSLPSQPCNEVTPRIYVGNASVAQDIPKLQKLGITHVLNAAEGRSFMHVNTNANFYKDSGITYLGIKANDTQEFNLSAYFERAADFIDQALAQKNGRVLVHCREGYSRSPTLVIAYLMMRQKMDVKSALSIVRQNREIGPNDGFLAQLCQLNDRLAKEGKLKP
SSB-PriA inh: blocks PriA binding to SSB C-terminal tail | AlphaScreen SSBct-PriA binding, biotinylated peptide | inhibition, % at 33 µM | actives 0.6% (n = 430,000); in the data active = inhibition mostly above about 37%, no sharp cut-off; inactive = mostly below about 20%;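 note: plate controls were negative control peptide for no effect and reference peptide for full effect; strong numbers were not always called active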
TcdB inh: blocks C. difficile toxin B glycohydrolase activity; inhibition, % at 9.99 µM; P18177; AID 652162; actives 0.24% (n = 350,000); TcdB glycohydrolase enzymatic assay, plate reader; in the data active = inhibition above about 10%
SARS 3CLpro inh: SARS-CoV 3CLpro protease inhibition; P0C6X7; recombinant SARS-CoV 3CLpro, quenched FRET peptide cleavage; inhibition, % at 6 µM; actives 0.14% (n = 290,000); AID 1706; in the data active = inhibition above about 12%
Active calls of the source: *; i = inactive; · = no result given; & = joins results of further samples. Not all compounds are listed; count on the stated rates, not on these rows.

SMILES	Rv3671c protease	MazF activator	BH1578 lux ind	Y pestis TopoI	Anthrax LF prot	PfHsp40 rescue	VHR inh abs	SSB-PriA inh	TcdB inh	SARS 3CLpro inh
O=C(COc1cccc2cccnc12)Nc1ccccc1N1CCOCC1	-6	-6	-0.7	5	-1	0.7	-18	3	2.0	0
CC(/C=C/c1ccc2c(c1)OCO2)=N/NC(=O)c1ccc(C)nc1	1	11	-0.3	-10	-1	-0.3	-2	·	·	4
O=c1cccc2n1CC1CC2CN(Cc2c(Cl)cccc2Cl)C1 (stereo not given)	1	-8	i	11	-4	0.1	13	-8	·	2
COc1ccc(C(CNC(=O)CNC(=O)c2cccc(Cl)c2)N2CCCC2)cc1 (stereo not given)	-6	7	-0.4	2	-11	-0.2	·	5	-1.0	·
CCc1nc2ccc(C(=O)Nc3ccc(OC)c(OC)c3)cn2c1N(C)CCC(C)C	·	·	i	29	-11	·	·	·	1.0	·
CCOC(=O)CCSc1nc(C)cc(C(F)(F)F)c1C#N	2	-43	-1.8	5	1	-0.6	-6	-50	·	-6
O=c1c(-c2ccccc2Cl)coc2c(CN3CCCCC3)c(O)ccc12	-4	-8	i	-3	-1	-0.5	21	-4	1.0	0
C=CCn1c(SCC(=O)Nc2ccccc2-c2ccccc2)nc2cc(C(=O)O)ccc2c1=O	1	4	i	4	4	0.3	10	-3	-0.5	2
CC(C)(C)c1ccc(S(=O)(=O)N2CC3CC(C2)c2cccc(=O)n2C3)cc1 (stereo not given)	4	-6	-1.5	0	0	1.6	21	-15	0.6	-3
O=C(CSc1ccccc1)Nc1ccc2sccc2c1	-4	9	i	-6	5	-0.1	7	-15	0.0	3
Cc1ccc(C(=O)NCCCn2ccnc2)cc1C	6	2	i	0	6	·	·	3	2.1	·
COc1ccccc1C(=O)Nc1ccc(Nc2ccccc2)cc1	-4	-1	i	3	10	·	·	-7	-1.8	·
Fc1ccc(N2CCN(Cc3ccc4c(c3)OCO4)CC2)cc1	-2	-1	i	3	-2	0.0	28	-7	·	-1
COc1ccccc1C(=O)NCCC(=O)Nc1ccc(S(=O)(=O)N2C(C)CCCC2C)cc1 (stereo not given)	-12	0	i	25	-9	1.3	·	8	-4.5	·
COc1ccc(-c2nnc(SCC(=O)NC3CCCC3)n2C)cc1	-1	8	-1.3	2	1	0.6	-14	3	4.6	-7
Cc1ccccc1NC(=O)CSc1nnc(Cc2cccn2C)n1-c1ccc(F)cc1	1	3	i	1	-3	-0.5	12	-8	1.4	1
COc1ccc(CCNC(=O)c2ccc(CS(=O)Cc3ccc(C)cc3)o2)cc1OC (stereo not given)	2	-6	0.3	5	-1	1.5	-26	6	0.6	3
COc1ccc(/C=N/Nc2nc(-c3ccc(Cl)cc3)cc(C(F)(F)F)n2)cc1OC	-11	-3	-0.3	12	-1	0.0	-2	·	·	-1
Cc1ccc(NC(=O)Nn2cnnc2)cc1Cl	5	4	-0.2	3	-2	0.5	18	3	1.7	-6
Cc1noc(C)c1-c1ccc(C(=O)NCc2cccs2)c2occc12	·	·	-0.3	27	2	·	·	·	0.6	·
COc1cc(NC(=O)C2CC2)c(OC)cc1NC(=O)c1ccco1	-4	5	-0.2	-8	0	0.6	0	11	1.9	0
COc1cc(/C=N/Nc2nc(C)cc(=O)[nH]2)cc(OC)c1O	-3	-9	0.1	-4	0	-0.7	10	·	0.7	-2
COc1ccccc1NCC(=O)N/N=C/C=C/c1ccccc1	8	-1	i	-4	-1	-0.3	-22	·	·	4
COc1ccc(N2CCN(C(=O)CCC(=O)N3CC(C)Oc4ccc(C)cc43)CC2)cc1 (stereo not given)	5	9	i	12	-11	-0.2	17	21	2.8	-3
N#C/C(=C(/O)C(Cl)c1ccccc1)c1nc2ccccc2s1 (stereo not given)	-7	36	·	0	-6	1.0	3	-10	·	7

An excerpt of these results, in CSV form:
SMILES,Rv3671c protease,MazF activator,BH1578 lux ind,Y pestis TopoI,Anthrax LF prot,PfHsp40 rescue,VHR inh abs,SSB-PriA inh,TcdB inh,SARS 3CLpro inh
Fc1ccc(N2CCN(Cc3ccc4c(c3)OCO4)CC2)cc1,-2,-1,i,3,-2,0.0,28,-7,·,-1
COc1ccccc1C(=O)NCCC(=O)Nc1ccc(S(=O)(=O)N2C(C)CCCC2C)cc1 (stereo not given),-12,0,i,25,-9,1.3,·,8,-4.5,·
COc1ccc(-c2nnc(SCC(=O)NC3CCCC3)n2C)cc1,-1,8,-1.3,2,1,0.6,-14,3,4.6,-7
Cc1ccccc1NC(=O)CSc1nnc(Cc2cccn2C)n1-c1ccc(F)cc1,1,3,i,1,-3,-0.5,12,-8,1.4,1
COc1ccc(CCNC(=O)c2ccc(CS(=O)Cc3ccc(C)cc3)o2)cc1OC (stereo not given),2,-6,0.3,5,-1,1.5,-26,6,0.6,3
COc1ccc(/C=N/Nc2nc(-c3ccc(Cl)cc3)cc(C(F)(F)F)n2)cc1OC,-11,-3,-0.3,12,-1,0.0,-2,·,·,-1

The results go on.
SMILES	Rv3671c protease	MazF activator	BH1578 lux ind	Y pestis TopoI	Anthrax LF prot	PfHsp40 rescue	VHR inh abs	SSB-PriA inh	TcdB inh	SARS 3CLpro inh
O=C(O)c1ccc(-c2noc(-c3ccccc3C(F)(F)F)n2)cc1	1	1	i	-1	-5	-1.8	·	-15	0.4	·
CCC(C)NC(=O)Cn1c(=O)n(CCCC(=O)NCc2ccccc2Cl)c(=O)c2ccccc21 (stereo not given)	-5	-4	0.4	-1	-1	-1.2	9	15	·	-3
Cc1nc(NC(=O)CC(C)C)sc1-c1csc(Nc2ccc(Cl)cc2Cl)n1	5	-7	7.1	-17	-1	2.2	6	1	0.1	2
Cc1nnc(SCC(=O)Nc2ccc(N(C)C)cc2)n(N)c1=O	8	6	4.7	1	0	-0.2	14	4	-0.2	0
COC(=O)CC1=C(C(=O)OC)C2(C(=O)Nc3c(C)cccc32)C(C#N)=C(N)O1 (stereo not given)	-13	-4	2.9	-1	-16	-0.2	-12	-5	·	-1
O=C(O)/C=C/c1cn(-c2ccccc2)nc1-c1cc2ccccc2o1	-16	-11	i	-1	6	-0.8	-5	3	0.4	8
Cc1csc(=O)n1CCC(=O)OCC(=O)c1c(N)n(C)c(=O)n(C)c1=O	8	4	i	4	0	1.2	·	-6	1.1	·
O=[N+]([O-])c1ccc(Cl)cc1NCCCN1CCOCC1	-4	0	-0.3	-4	-2	1.1	1	3	-0.3	-1
CC(=O)c1cc(-c2ccccc2)n(CC(=O)NCc2cccs2)c1C	1	10	i	13	1	0.6	-20	-2	·	-1
CN1CCN(c2nc(-c3ccc(Cl)cc3)nc3ccccc23)CC1	·	-2	0.6	4	2	-0.1	-35	-11	0.0	-4
COc1cccc(C(O)c2ncc(-c3ccccc3Cl)[nH]2)c1 (stereo not given)	·	·	i	5	-1	·	·	·	4.5	·
C[C@H](CO)N1C[C@H](C)[C@@H](CN(C)S(C)(=O)=O)Oc2ccc(NC(=O)NC3CCCCC3)cc2C1=O	-2	-1	i	-6	-6	-1.4	·	-3	-7.7&0.0	·
CCN1CCN(c2ccc(NC(=O)c3cccnc3)cc2Cl)CC1	-3	-1	-0.2	-4	-2	-0.9	2	-7	·	-1
CCOC(=O)N1CCC(Nc2c(OCC)c(=O)c2=O)CC1	2	8	·	0	1	0.4	5	-2	0.7	0
O=C(Cc1ccc(S(=O)(=O)N2CCOCC2)s1)N1CCN(S(=O)(=O)c2cccc(Cl)c2)CC1	3	2	i	5	-4	-0.4	·	-5	0.8	·
CC(C)(C)CC(=O)Nc1ccc(Nc2ccccc2)cc1	-4	-2	-0.6	-12	-2	1.4	28	21	·	-9
COC(=O)c1cc(Cl)c(NS(=O)(=O)c2ccccc2)cc1OC	-2	-3	i	6	-2	-1.3	1	-15	2.9	-6
COc1ccc(OCCOC(=O)CNC(=O)c2ccc(Cl)cc2Cl)cc1	-3	6	-1.0	-7	2	1.6	·	-6	-0.1	·
CCC(=NNS(=O)(=O)c1ccc(C)cc1)c1ccccc1	·	8	i	-1	-1	·	·	·	0.9	·
O=C(C[n+]1ccccc1)Nc1nc2ccccc2s1	-10	-6	i	-1	1	-0.3	-4	-5	·	1
COc1ccccc1NC(=O)CSc1nnnn1-c1ccc(C(=O)O)cc1	1	-16	i	-9	-3	-2.1	25	1	-1.6	-3
Cc1cc(N2CCN(C/C=C/c3ccccc3)CC2)n2ncnc2n1	-6	-2	-0.5	13	-2	-0.3	1	-13	·	-1
CC(C)(C)c1ccc(COC(=O)CNC(=O)CNC(=O)Cc2ccccc2)cc1	-6	-7	-0.1	22	1	-0.3	45	-13	·	-2
COc1ccc(-c2nsc(C(=O)N(c3ccc(F)cc3)C(C(=O)NC3CCCC3)c3ccc(OC)cc3)c2N)cc1 (stereo not given)	-10	-4	5.9	12	-3	0.1	4	-3	·	3
O=C(COC(=O)CCCNC(=O)c1ccc(Cl)cc1)NCc1ccccc1Cl	-1	0	i	-7	-2	1.7	16	-4	·	-3
Later entries
SMILES	Rv3671c protease	MazF activator	BH1578 lux ind	Y pestis TopoI	Anthrax LF prot	PfHsp40 rescue	VHR inh abs	SSB-PriA inh	TcdB inh	SARS 3CLpro inh
CC(C)c1nnc(NC(=O)c2cccnc2)s1	0	4	i	3	0	-1.5	6	5	·	6
CC(C)C[C@H](NC(=O)N1c2ccccc2NC(=O)[C@@H]1C(C)C)C(=O)N[C@@H](Cc1ccccc1)C(=O)O	-4	1	-0.4	1	5	-0.1	0	-8	0.0	0
Cc1onc(-c2ccccc2)c1C(=O)Nc1nnc(CC(C)C)s1	-4	3	-0.3	3	-2	0.1	41	-5	-0.1	5
O=C(Nc1ccc(Cl)cc1)C1Cc2c(-c3cccc(F)c3)ccnc2O1 (stereo not given)	·	·	-0.6	16	-3	·	·	·	-10	·
O=C(c1ccc(=O)oc1)N1CCCc2ccccc21	3	3	-0.2	-5	-4	0.2	8	3	·	1
CCc1cccc(CC)c1C(O)c1cccnc1 (stereo not given)	-3	-4	-0.2	2	-2	0.2	-5	3	·	0
CC(C)(C)c1ccc(N/N=C(\C#N)S(=O)(=O)C(C)(C)C)cc1	-1	2	i	7	-1	20	2	·	0.1	-1
O=C(OCc1cn([C@@H]2CN(CC3CCCCC3)[C@@H](c3ccc(Cl)cc3)C[C@H]2O)nn1)c1ccccc1	·	5	i	9	-1	·	·	·	-0.8	·
CC(=O)Nc1ccc(C(=O)CSc2nnc(C)o2)cc1	9	14	1.1	9	1	0.8	13	-22	·	4
O=C(O)c1cccc(CN2C(=O)S/C(=C/c3cccc([N+](=O)[O-])c3)C2=O)c1	12	-1	-0.4	9	2	-0.2	16	-7	-0.6	-5
O=C(Nc1cccnc1Cl)c1cc(-c2ccc(Br)cc2)on1	-6	-141	-1.3	-5	14	-0.3	12	-3	-0.5	-6
CC1CCN(C(=O)COC(=O)c2cc3ccccc3cc2O)CC1	-3	2	-0.4	25	-1	3.2	5	-9	·	-3

Entries of single compounds from above. Screens in order: Rv3671c protease	MazF activator	BH1578 lux ind	Y pestis TopoI	Anthrax LF prot	PfHsp40 rescue	VHR inh abs	SSB-PriA inh	TcdB inh	SARS 3CLpro inh
`CC(=O)Nc1ccc(C(=O)CSc2nnc(C)o2)cc1` is listed with 9	14	1.1	9	1	0.8	13	-22	·	4
`CC(C)c1nnc(NC(=O)c2cccnc2)s1` is listed with 0	4	i	3	0	-1.5	6	5	·	6

4 entries from above, reformatted:
SMILES,Rv3671c protease,MazF activator,BH1578 lux ind,Y pestis TopoI,Anthrax LF prot,PfHsp40 rescue,VHR inh abs,SSB-PriA inh,TcdB inh,SARS 3CLpro inh
CC1CCN(C(=O)COC(=O)c2cc3ccccc3cc2O)CC1,-3,2,-0.4,25,-1,3.2,5,-9,·,-3
O=C(c1ccc(=O)oc1)N1CCCc2ccccc21,3,3,-0.2,-5,-4,0.2,8,3,·,1
CCc1cccc(CC)c1C(O)c1cccnc1 (stereo not given),-3,-4,-0.2,2,-2,0.2,-5,3,·,0
CC(C)c1nnc(NC(=O)c2cccnc2)s1,0,4,i,3,0,-1.5,6,5,·,6
